p53ts 32C tox – kills p53ts cells at the permissive temperature; actives 0.93% (n = 130,000); H1299-p53A138V at 32C, ATP luminescence viability, 24 h; Potency, µM (series often up to 46.1 µM), for the others: at the highest dose activity change, negative = cytotoxicity, hits mostly cytotoxic;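 further: 0% = DMSO and -100% = full killing by reference compound; nearly all actives have a fitted effect of over 55% in size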
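ATP-content luminescence (ATPlite) read-out after 24 h compound exposure at 32C in H1299-p53A138V cells (600/well). Tested up to 46 uM. Normalized to DMSO (0%) and 100 uM tamoxifen (100% killing); Hill-fit AC50.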
p53ts 39C kill – kills p53ts cells at the nonpermissive temperature; H1299-p53A138V viability at 39C, ATP luminescence, 24 h; Potency, µM (series often up to 46.1 µM), inactives show at the top dose activity change, negative = cell killing, most hits filed as cytotoxic; actives 1.5% (n = 130,000); further: nearly all actives have a fitted effect of over 55% in size
Peg3 imprint – induces erasure of genomic imprints in mouse ES cells; mouse ES Peg3-LacZ reporter, beta-gal luminescence, 40 h; Potency, µM (highest dose often 60.7 µM), for the others: at the highest dose activity change, positive = activation, most hits filed as activators; actives 0.02% (n = 110,000);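 further: 0% = negative control wells on the plate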
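Gelatin-coated wells received 300 freshly trypsinized female ES cells with a Peg3LacZ-Neo reporter on the maternal allele, then incubated 40 hours at 37C. BetaGlo was added for 5 minutes at room temperature before a single luminescence read.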
IkB signaling – IkB pathway inhibition in ABC-DLBCL cells; ABC-DLBCL IkBa-CBG/CBR dual luciferase ratio, 4 h; response scale: scaled: untreated 0%, proteasome inhibitor 100%; Potency, µM (highest dose often 57.1 µM), for inactives: top-dose IkBa stabilization activation; actives 0.04% (n = 110,000); active means well fitted curve in the direction sought with a large enough effect in the signal ratio, not every such curve was filed as active; inconclusive means small, poorly fitted or top-dose-only effect, or a change in a side signal; the % refers to the signal ratio;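 further: the direction sought is a rising ratio; 0% = basal untreated cells and 100% = reference inhibitor full response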
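In this assay, an IκBα–CBG68 fusion accumulates when IKK-driven degradation is blocked; native CBR normalizes for cell number. OCI-Ly3 cells were treated 4 h with compound and doxycycline, then green and red light read after Chroma-Glo addition.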
* hit, by the source's call; [ ] = another dose, or the depositor's remark. Unless noted, the call rests on the fitted dose curve; in most records, active means well fitted curve in the direction sought with a large enough effect; inconclusive means small, poorly fitted or top-dose-only effect, or another doubt; inactive means no such curve, though single readings can be large; an effect the other way counts as inactive or inconclusive. Unless noted, on the % scale 0 is the no-effect control and ±100 the full control effect; potency means the concentration at half of the fitted maximal effect.

For O=S(=O)(Nc1cccc(-c2ccc(N3CCCCC3)nn2)c1)c1cccs1 the results were p53ts 32C tox 10µM*, p53ts 39C kill 6.3µM*, Peg3 imprint -12%[10.9 µM] and IkB signaling 1.0%.
Cc1ccc(N(CC(=O)N2CCN(c3ccc(Cl)cc3)CC2)S(=O)(=O)c2c(C)noc2C)cc1 was read as p53ts 32C tox 4%, p53ts 39C kill -5%, Peg3 imprint 30%[10.9 µM] and IkB signaling -0.4%.
`COc1cccc(Cc2nc3ccccc3nc2SCC(=O)N2CCc3ccccc32)c1` gave p53ts 32C tox 2%, p53ts 39C kill 5%, Peg3 imprint -1%[10.9 µM] and IkB signaling 0.2%.
`Cc1cc(C)cc(OCC(=O)NCC2CCCO2)c1` (configuration not stated) gave p53ts 32C tox 1%, p53ts 39C kill -6%, Peg3 imprint -3% and IkB signaling -0.4%.
`Cc1cc(=O)n2nc(N3CCC(C(=O)NCCC4=CCCCC4)CC3)sc2n1` gave p53ts 32C tox -4%, p53ts 39C kill -13%, Peg3 imprint -12% and IkB signaling 0.6%.
`CCc1ccc(NC(=O)c2cc(C)on2)cc1` gave p53ts 32C tox inconclusive, p53ts 39C kill inconclusive, Peg3 imprint -42%[inhibitor] and IkB signaling 2.8%.
COc1cccc(OCC(O)CN2CC(C)CC(C)C2)c1 (configuration not stated) was read as p53ts 32C tox -10%, p53ts 39C kill 12%, Peg3 imprint 7% and IkB signaling 1.1%.
For O=C(Cn1ccc2ccccc2c1=O)NCCC(=O)Nc1ccc(F)cc1F the results were p53ts 32C tox -9%, p53ts 39C kill -12%, Peg3 imprint -4%[10.9 µM] and IkB signaling inconclusive.
Screening COc1ccc(O)c(-c2[nH]ncc2C(=O)c2ccccc2)c1 returned p53ts 32C tox 7%, p53ts 39C kill 1%, Peg3 imprint -12% and IkB signaling -2.8%.
`COC(=O)c1cccc(NC(=O)C(C)N2C(=O)c3ccccc3C2=O)c1` (configuration not stated) gave p53ts 32C tox 0%, p53ts 39C kill 5%, Peg3 imprint -4% and IkB signaling 2.1%.
Screening O=C(CN1CCN(C2CCCCC2)CC1)Nc1ccccc1N1CCCCC1 returned p53ts 32C tox inconclusive, p53ts 39C kill 16µM*, Peg3 imprint inconclusive and IkB signaling 2.1%.
For Cc1ccccc1NS(=O)(=O)c1ccc2[nH]cc(C(=O)NCCc3ccccc3)c(=O)c2c1 the results were p53ts 32C tox -19%, p53ts 39C kill -11%, Peg3 imprint -15%[10.9 µM] and IkB signaling inconclusive.
CCCCc1ccc(C(=O)NC(C(=O)O)C(C)C)cc1 (configuration not stated) was read as p53ts 32C tox -9%, p53ts 39C kill -10%, Peg3 imprint 2% and IkB signaling 0.3%.
Cc1ccc(N(C(C)C(=O)O)S(=O)(=O)c2c(C)[nH]c(=O)[nH]c2=O)cc1 (configuration not stated) was read as p53ts 32C tox -12%, p53ts 39C kill -8%, Peg3 imprint -1% and IkB signaling 1.0%.
Screening CCOc1ccc(-c2nn(CC(=O)NC3CCCC3)c3c2cnc2ccc(F)cc23)cc1 returned p53ts 32C tox 1%, p53ts 39C kill -1%, Peg3 imprint -19%[10.9 µM] and IkB signaling -3.0%.
`Cc1cc(C)n(-c2nc3c(c(=O)[nH]c(=O)n3C)n2CCc2ccccc2)n1` gave p53ts 32C tox 6%, p53ts 39C kill 7%, Peg3 imprint -14% and IkB signaling -0.6%.
`O=C(COc1ccccc1[N+](=O)[O-])N1CCC(c2nc3ccccc3o2)CC1` gave p53ts 32C tox -5%, p53ts 39C kill 12%, Peg3 imprint 19%[10.9 µM] and IkB signaling inconclusive.
Screening Cc1cc2cc(CN(CCCN3CCOCC3)C(=O)NC3CCCCC3)c(=O)[nH]c2cc1C returned p53ts 32C tox 1%, p53ts 39C kill 11%, Peg3 imprint -2% and IkB signaling 1.3%.
`CCc1nn(C(CC)C(=O)NCc2ccc(F)cc2)c(=O)c2cc3occc3n12` (configuration not stated) gave p53ts 32C tox 6%, p53ts 39C kill -22%, Peg3 imprint -3%[10.9 µM] and IkB signaling inconclusive.
`COc1ccc(CCNC(=O)CCc2cn(Cc3ccccc3Cl)c3ccccc23)c(OC)c1` gave p53ts 32C tox 7%, p53ts 39C kill -13%, Peg3 imprint -13%[10.9 µM] and IkB signaling inconclusive.
`O=C(Cc1c(C(=O)O)[nH]c2ccc(Cl)cc12)Nc1ccc2c(c1)OCCO2` gave p53ts 32C tox -4%, p53ts 39C kill -2%, Peg3 imprint -6% and IkB signaling 1.8%.
Cc1ccc(-c2noc(CNS(=O)(=O)c3ccc(F)cc3)n2)cc1 was read as p53ts 32C tox 8%, p53ts 39C kill 3%, Peg3 imprint 27%[10.9 µM] and IkB signaling inconclusive.
O=C(NCc1ccccc1)NC1(C(=O)Nc2ccc3c(c2)OCCO3)CCCCC1 was read as p53ts 32C tox 4%, p53ts 39C kill 2% and IkB signaling 5.7%.
For CCCNC(=O)C1CCN(c2ccc(S(=O)(=O)N3CCOCC3)cc2Cl)CC1 the results were p53ts 32C tox -4% and p53ts 39C kill -13%.
Cc1sc2ncn(CC(=O)NCCCC(=O)N3CCN(c4ncccn4)CC3)c(=O)c2c1C was read as p53ts 32C tox 2%, p53ts 39C kill -5%, Peg3 imprint -14% and IkB signaling -1.4%.
`COc1ccc(Nc2cc(C(=O)NC3CCCC3)c3ccccc3n2)cc1` gave p53ts 32C tox -4%, p53ts 39C kill 9%, Peg3 imprint -14%[10.9 µM] and IkB signaling inconclusive.
For Nc1cc(=O)[nH]c(SCc2cccc(Cl)c2)n1 the results were p53ts 32C tox -4%, p53ts 39C kill -9%, Peg3 imprint -12% and IkB signaling 4.2%.
Screening Cc1sc2ncn(CC(=O)NCC(=O)N(C)Cc3ccccc3)c(=O)c2c1C returned p53ts 32C tox 4% and p53ts 39C kill 0%.
Screening CCC(=O)[C@]12O[C@@]3(C4C(=O)OCCC41)N(CC)C(C)=C(C(=O)OC)C(c1ccccc1)N3C2=O (some centres not stated) returned p53ts 32C tox -1%[9.22 µM] and p53ts 39C kill -1%[9.22 µM].
Screening Cc1cccc(-c2nnc3n(CCc4ccccc4)c(=O)c4ccccc4n23)c1 returned p53ts 32C tox 4%, p53ts 39C kill -15%, Peg3 imprint -5%[10.9 µM] and IkB signaling inconclusive.
Screening Cc1ccc2c(c1)N(CCC(=O)NCC1COc3ccccc3O1)C(=O)CO2 (configuration not stated) returned p53ts 32C tox -3%, p53ts 39C kill 1%, Peg3 imprint -18% and IkB signaling 1.8%.
For CCN(CC)C(=O)COc1cccc2ccccc12 the results were p53ts 32C tox -10%, p53ts 39C kill -16%, Peg3 imprint 10% and IkB signaling 1.5%.
`COc1ccc(-n2c(SCC(=O)Nc3cc(C)on3)nc3ccc(O)cc3c2=O)cc1OC` gave p53ts 32C tox 2%, p53ts 39C kill 0%, Peg3 imprint -6% and IkB signaling -1.8%.
Cc1ccc(CNC(=O)c2ccc(N3CCCC3)c(NC(=O)Nc3ccc(F)c(Cl)c3)c2)cc1 was read as p53ts 32C tox 9%, p53ts 39C kill -11%, Peg3 imprint 7%[10.9 µM] and IkB signaling 0.7%.
For CCc1ccccc1N(CC)C(=O)C(=O)Nc1ccc2nc3n(c(=O)c2c1)CCCCC3 the results were p53ts 32C tox -3%, p53ts 39C kill -17%, Peg3 imprint -3%[10.9 µM] and IkB signaling inconclusive.
For O=C(c1ccc(CSc2nc3ccncc3n2Cc2ccccc2)cc1)N1CCCCCC1 the results were p53ts 32C tox -22%, p53ts 39C kill inconclusive, Peg3 imprint -10%[10.9 µM] and IkB signaling inconclusive.
CC(=O)NC1CC(=O)N(c2ccc3c(c2)OCCO3)C1 (configuration not stated) was read as p53ts 32C tox -2%, p53ts 39C kill 10%, Peg3 imprint 4%[10.9 µM] and IkB signaling -2.2%.
Screening CCC(C)Sc1nc2c(c(=O)[nH]c(=O)n2C)n1CC(O)COc1cccc2ccccc12 (configuration not stated) returned p53ts 32C tox -13%, p53ts 39C kill -11%, Peg3 imprint -3% and IkB signaling -0.1%.
Cc1csc(N2CCc3ccccc32)n1 was read as p53ts 32C tox 1%, p53ts 39C kill 26%, Peg3 imprint -9% and IkB signaling 0.1%.
`CCC1SC(=NC(=O)c2ccc(Cl)c(Cl)c2)NC1=O` (configuration not stated) gave p53ts 32C tox 7.9µM*, p53ts 39C kill 7.9µM*, Peg3 imprint -71%[inhibitor] and IkB signaling inconclusive.
`Nc1nc(SCC(=O)NCCCN2CCOCC2)nc2sc3c(c12)CCC3` gave p53ts 32C tox 3% and p53ts 39C kill -8%.
CC(C)CCNC(=O)c1cn(C)c2ccc(S(=O)(=O)N3CCCC3)cc2c1=O was read as p53ts 32C tox 4%, p53ts 39C kill 16%, Peg3 imprint 7%[10.9 µM] and IkB signaling -0.8%.
CCS(=O)(=O)c1ncc(N(Cc2ccc(F)cc2)Cc2ccco2)c(C(=O)Nc2cc(C)ccc2C)n1 was read as p53ts 32C tox 16%, p53ts 39C kill -5%, Peg3 imprint -10%[10.9 µM] and IkB signaling inconclusive.
Screening Cn1c(=O)c2c(SCC(=O)NCc3ccco3)nc(-c3ccccc3)nc2n(C)c1=O returned p53ts 32C tox 28%, p53ts 39C kill 0%, Peg3 imprint -3%[10.9 µM] and IkB signaling 1.0%.
For Cc1nc(-c2ccc(Cl)cc2)sc1CCNC(=O)C(=O)Nc1ccc(F)cc1F the results were p53ts 32C tox 11%, p53ts 39C kill -4%, Peg3 imprint -16%[10.9 µM] and IkB signaling 0.6%.
CCCCc1nn2c(=O)cc(COC(=O)c3ccccc3NC(=O)c3cccc(C)c3)nc2s1 was read as p53ts 32C tox -3%, p53ts 39C kill 4%, Peg3 imprint -5%[10.9 µM] and IkB signaling 1.5%.
Screening Cc1ccc(-c2nc(N)n(S(C)(=O)=O)n2)cc1 returned p53ts 32C tox -5%, p53ts 39C kill -18%, Peg3 imprint 21% and IkB signaling -1.5%.
Screening CCOC(=O)C1CCN(C(=O)c2ccc3c(c2)OCO3)CC1 returned p53ts 32C tox -8%, p53ts 39C kill 0%, Peg3 imprint -12% and IkB signaling 0.8%.

Molecules listed so far with two or more sulfur atoms (2):
For O=S(=O)(Nc1cccc(-c2ccc(N3CCCCC3)nn2)c1)c1cccs1 the results were p53ts 32C tox 10µM*, p53ts 39C kill 6.3µM*, Peg3 imprint -12%[10.9 µM] and IkB signaling 1.0%.
`Nc1nc(SCC(=O)NCCCN2CCOCC2)nc2sc3c(c12)CCC3` gave p53ts 32C tox 3% and p53ts 39C kill -8%.

(continued)
For CC1CCCC(C)N1C(=O)CN1C(=O)C(C)(C)Oc2ccc(C(=O)NC3CCCCC3)cc21 (configuration not stated) the results were p53ts 32C tox 8%, p53ts 39C kill 8%, Peg3 imprint -11% and IkB signaling 1.3%.
COc1ccc(CC(=O)Nc2oc(-c3ccccc3)c(-c3ccccc3)c2C#N)cc1OC was read as p53ts 32C tox 12%, p53ts 39C kill -15%, Peg3 imprint -12% and IkB signaling inconclusive.
`CC(C)c1cc(C(=O)Nc2ccc3c(c2)OCO3)no1` gave p53ts 32C tox 16µM*, p53ts 39C kill inconclusive, Peg3 imprint -58%[inhibitor] and IkB signaling inconclusive.
O=C(CN1C(=O)c2ccccc2C1=O)OCC(=O)N1CCc2ccccc2C1 was read as p53ts 32C tox 6%, p53ts 39C kill -8%, Peg3 imprint -10% and IkB signaling -0.2%.
For COC(=O)c1c(NC(=O)COc2cc(C)ccc2C(C)C)sc2c1CCC(C)C2 (configuration not stated) the results were p53ts 32C tox 8%, p53ts 39C kill 3%, Peg3 imprint -5%[10.9 µM] and IkB signaling 0.0%.
`Fc1ccc(/C=C/c2nnc(-c3cccs3)o2)cc1` gave p53ts 32C tox -12% and p53ts 39C kill 5%.

Three entries from above, sorted by number of heavy atoms, ascending.
`Cc1cc(C)n(-c2nc3c(c(=O)[nH]c(=O)n3C)n2CCc2ccccc2)n1` gave p53ts 32C tox 6%, p53ts 39C kill 7%, Peg3 imprint -14% and IkB signaling -0.6%.
Screening Cc1sc2ncn(CC(=O)NCC(=O)N(C)Cc3ccccc3)c(=O)c2c1C returned p53ts 32C tox 4% and p53ts 39C kill 0%.
For COC(=O)c1c(NC(=O)COc2cc(C)ccc2C(C)C)sc2c1CCC(C)C2 (configuration not stated) the results were p53ts 32C tox 8%, p53ts 39C kill 3%, Peg3 imprint -5%[10.9 µM] and IkB signaling 0.0%.
